Screening data from PubChem BioAssay.
PKA-R1A act – activates the PKA-R1A holoenzyme complex | P00514+P68181 | AID 504707 | activation, % at 11.4 µM | PKA-R1A dissociation, Cy5-IP20 fluorescence polarization; scaled: DMSO 0%, 113 µM cGMP 100% | actives 0.083% (n = 340,000);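 active = percent activation above the mean of all tested compounds plus 3 SD, cut at about 19% in these data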;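 also: higher means more PKAc released from R1A so a rise in polarization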
PfHsp90 set2 – growth inhibition of yeast expressing Plasmodium Hsp90 | S. cerevisiae expressing PfHsp90, BacTiter-Glo ATP, 48 h; yeast lacking PDR1 and PDR3 efflux regulators | actives 0.32% (n = 310,000) | inhibition, % at 9.4 µM | AID 504621;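 active = every replicate shows inhibition above about 80%, whatever the replicate mean, limit read from the data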;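 also: 0% = DMSO neutral controls and 100% = 20 µM radicicol positive controls; yeast relying on Plasmodium falciparum Hsp90 in place of its own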
phage Ecoli inh – E. coli growth loss with phage present. actives 0.26% (n = 360,000). inhibition, % at 11.9 µM. AID 651602. growth absorbance; in the data active = inhibition above about 11%
Ecoli viability – bacterial growth inhibition, counter-screen for AddAB inhibitors; actives 0.27% (n = 330,000); E. coli V3065 growth, OD600 absorbance, 18 h; AID 449728; inhibition, % at 11.9 µM;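 active = inhibition above the campaign's mean inhibition across all tested compounds plus 3 SD, cut at about 9.9% in these data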;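 also: uninfected addAB+ strain grown without phage in ampicillin broth; 0% = DMSO wells and 100% = ciprofloxacin 0.95 µg/ml wells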
MOR-DOR inv ag – mu-delta opioid heterodimer inverse agonism. P35372+P41143. cell-based MOR-DOR heterodimer luminescence. inhibition, % at 9.3 µM. actives 0.21% (n = 340,000). AID 504357; in the data active = inhibition above about 22%, passing the limit was not always enough;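 also: 0% = cells with DMSO and 100% = wells without cells with DMSO; values of inactives mirror those of a sister screen read the other way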
OPRM1-OPRD1 ag – agonists of human mu-delta opioid receptor heterodimerization; actives 0.3% (n = 340,000); cells, OPRM1-OPRD1 heterodimerization, luminescence; AID 504326; P35372+P41143; activation, % at 9.3 µM; in the data active = activation above about 18%;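 also: 0% = vehicle-treated cells and 100% = reference agonist; values of inactives mirror those of a sister screen read the other way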
Tat transport – inhibitors of E. coli Tat protein transport | E. coli MC4100 TorA-mCherry Tat export, fluorescence | inhibition, % at 10 µM | actives 0.036% (n = 340,000);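 active = mean replicate inhibition at least 50% and at least half of replicates individually reaching 50%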;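 also: exported cargo escapes ClpAP degradation while cytoplasmic cargo is degraded and loses fluorescence; 0% = median of neutral control wells and 100% = median of NaSCN control wells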
Mot1-301 SUMO – blocks SUMOylation pathway, rescuing yeast Mot1-301 growth; S. cerevisiae Mot1-301 growth rescue, ATP luminescence, 38.5C; percent above DMSO median, 100 means doubled; growth rescue, % at 18.8 µM; actives 1% (n = 320,000);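 active = every valid replicate shows activation above 250% relative to neutral control wells; inactive = the rest, any valid replicate at or below 250%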;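 also: OY570 slx delta 5 strain wells were the positive control but not used for scaling; some compounds called inactive have numbers as strong as hits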
AddAB inh – less growth of phage-infected E. coli with AddAB. E. coli expressing H. pylori AddAB, absorbance growth. inhibition, % at 11.9 µM. actives 0.29% (n = 330,000). AID 435030; in the data active = inhibition above about 12%;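 also: 0% = vehicle wells of infected cells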
PKA-R2B act – activators of human PKA-R2B complex; P22694+P31323; PKA-R2B holoenzyme dissociation, Cy5-IP20 fluorescence polarization; R2B truncated from residue 108, S112A mutant; 0% DMSO only, 100% 113 µM cGMP; activation, % at 11.4 µM; actives 0.079% (n = 340,000); AID 504700;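 active = activation above a cutoff set at the mean over all compounds plus 3 SD, cut at about 18% in these data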;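 also: higher means more holoenzyme dissociation and a rise in polarization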
Target sequence (P31323 whole entry, looked up, other chains not shown, the tested form may be a part): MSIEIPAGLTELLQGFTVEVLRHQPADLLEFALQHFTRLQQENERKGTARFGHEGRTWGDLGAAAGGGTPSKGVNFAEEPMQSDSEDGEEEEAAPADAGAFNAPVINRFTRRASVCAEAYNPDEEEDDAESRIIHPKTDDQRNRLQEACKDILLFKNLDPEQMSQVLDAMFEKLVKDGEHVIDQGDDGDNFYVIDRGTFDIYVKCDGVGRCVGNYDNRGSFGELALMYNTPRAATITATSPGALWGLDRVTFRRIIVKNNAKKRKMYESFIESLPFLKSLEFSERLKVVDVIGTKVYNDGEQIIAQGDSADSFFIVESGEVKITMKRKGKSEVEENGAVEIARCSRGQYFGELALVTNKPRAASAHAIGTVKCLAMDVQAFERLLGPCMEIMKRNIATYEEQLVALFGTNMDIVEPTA
HTR5A inv ctr – inverse agonist of human HTR5A in OPRM1-OPRD1 counter-screen; P47898; HTR5A cell line, luminescence, inverse agonism; inhibition, % at 9.3 µM; actives 0.083% (n = 340,000); in the data active = inhibition mostly above about 23%, no sharp cut-off; inactive = mostly below about 18%;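 also: 0% = cells with DMSO and 100% = no-cell wells with DMSO; some compounds called inactive have numbers as strong as hits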
Target sequence (P47898 whole entry, looked up): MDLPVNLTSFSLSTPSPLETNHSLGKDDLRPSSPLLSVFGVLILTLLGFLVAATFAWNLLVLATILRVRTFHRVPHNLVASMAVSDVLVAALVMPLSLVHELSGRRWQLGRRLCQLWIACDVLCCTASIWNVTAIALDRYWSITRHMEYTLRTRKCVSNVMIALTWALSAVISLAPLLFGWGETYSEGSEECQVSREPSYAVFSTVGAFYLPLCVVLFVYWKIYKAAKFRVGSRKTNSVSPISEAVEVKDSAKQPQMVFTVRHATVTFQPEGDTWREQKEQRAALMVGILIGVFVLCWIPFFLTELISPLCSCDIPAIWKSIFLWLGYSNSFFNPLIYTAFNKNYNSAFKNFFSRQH
Starred values were filed as active, the others as inactive; · = no result given.

A first look, six compounds:
Results follow in this order: PKA-R1A act | PfHsp90 set2 | phage Ecoli inh | Ecoli viability | MOR-DOR inv ag | OPRM1-OPRD1 ag | Tat transport | Mot1-301 SUMO | AddAB inh | PKA-R2B act | HTR5A inv ctr
Cc1c(Cl)cccc1NC(=O)Cn1c(CCC(=O)O)ccc1-c1ccc(Cl)cc1
  -12 | 0 | -0.9 | 2.1 | 6 | -1.2 | 4 | -8 | 3.3 | 8 | -1
N#Cc1ccccc1S(=O)(=O)N1CCN(C(=O)C2CC(=O)N(c3ccc4c(c3)OCCO4)C2)CC1 (stereo unspecified)
  -16 | -10 | 2.1 | -0.3 | 11 | -2.6 | -7 | -5 | 0.3 | -1 | -20
CCN(CCC(=O)Nc1ccc(Br)c(C)c1)Cc1ccccc1
  5 | 32 | 3.4 | -0.1 | -33 | 6.6 | -6 | 43 | 3.6 | 5 | -21
CCCN(CCC)CCCNS(=O)(=O)c1ccc2c(c1)oc(=O)n2C
  13 | · | 1.2 | 1.8 | 6 | -1.1 | 5 | -13 | 2.9 | 10 | -26
CCOc1ccc(S(=O)(=O)Nc2ccccn2)c2ccccc12
  2 | -14 | 2.6 | 1.7 | -6 | 1.0 | -10 | 13 | 2.3 | -1 | 13
Cc1ccc2nc(SCC(=O)c3ccc4c(c3)NC(=O)CO4)[nH]c2c1
  -8 | 11 | 1.5 | 0.5 | -5 | 1.0 | -4 | -13 | 3.0 | -1 | 6

All compounds of this part, previewed entries included:
Results follow in this order: PKA-R1A act | PfHsp90 set2 | phage Ecoli inh | Ecoli viability | MOR-DOR inv ag | OPRM1-OPRD1 ag | Tat transport | Mot1-301 SUMO | AddAB inh | PKA-R2B act | HTR5A inv ctr
Cc1c(Cl)cccc1NC(=O)Cn1c(CCC(=O)O)ccc1-c1ccc(Cl)cc1
  -12 | 0 | -0.9 | 2.1 | 6 | -1.2 | 4 | -8 | 3.3 | 8 | -1
N#Cc1ccccc1S(=O)(=O)N1CCN(C(=O)C2CC(=O)N(c3ccc4c(c3)OCCO4)C2)CC1 (stereo unspecified)
  -16 | -10 | 2.1 | -0.3 | 11 | -2.6 | -7 | -5 | 0.3 | -1 | -20
CCN(CCC(=O)Nc1ccc(Br)c(C)c1)Cc1ccccc1
  5 | 32 | 3.4 | -0.1 | -33 | 6.6 | -6 | 43 | 3.6 | 5 | -21
CCCN(CCC)CCCNS(=O)(=O)c1ccc2c(c1)oc(=O)n2C
  13 | · | 1.2 | 1.8 | 6 | -1.1 | 5 | -13 | 2.9 | 10 | -26
CCOc1ccc(S(=O)(=O)Nc2ccccn2)c2ccccc12
  2 | -14 | 2.6 | 1.7 | -6 | 1.0 | -10 | 13 | 2.3 | -1 | 13
Cc1ccc2nc(SCC(=O)c3ccc4c(c3)NC(=O)CO4)[nH]c2c1
  -8 | 11 | 1.5 | 0.5 | -5 | 1.0 | -4 | -13 | 3.0 | -1 | 6
O=S(=O)(NCc1cccnc1)c1cccs1
  -7 | 10 | · | -1.3 | -8 | 1.3 | -4 | -9 | 0.2 | -9 | 6
COc1cccc(NC(=O)COc2ccc(C)cc2)c1
  4 | -3 | 4.3 | 0.5 | 10 | -2.5 | -1 | 1 | 1.4 | -1 | -5
COc1ccc(C(C(=O)NCC2CCCO2)N(C(=O)CNC(=O)c2cccs2)c2ccc(NC(C)=O)cc2)cc1OC (stereo unspecified)
  7 | -9 | 5.6 | 0.7 | -14 | 2.6 | -9 | -3 | 4.4 | 5 | 1
COc1ccc(-n2c(=O)[nH]cc(C(=O)Nc3ccc4c(c3)OCCO4)c2=O)cc1OC
  -9 | -12 | 4.2 | 2.4 | 15 | -2.9 | 4 | -10 | 4.4 | -1 | 20
CCOC(=O)c1cc2c(ccn2C)n1CC(=O)N1CCC(Cc2ccccc2)CC1
  -8 | -2 | -2.6 | 0.9 | -31 | 4.9 | 15 | -4 | 1.1 | -5 | -5
Cc1cc(C)n(-c2ccc(C(=O)Nc3nnc(C4CC4)s3)cc2)n1
  0 | 10 | -0.8 | -0.3 | 9 | -1.9 | -2 | 1 | 2.1 | 1 | -7
c1cnc2ccc(C(c3nnnn3C3CCCC3)N3CCSCC3)cc2c1 (stereo unspecified)
  -7 | -15 | 0.1 | -1.0 | 17 | -3.5 | 1 | 80 | -0.1 | -7 | -1
COc1ccccc1-c1nc(C#N)c(N2CCN(c3ccccc3)CC2)o1
  -7 | -21 | 2.7 | -0.2 | 13 | -2.5 | 10 | -25 | 1.2 | 8 | -11
CCOC(=O)c1[nH]n(-c2ccc(Cl)cc2)c(=O)c1C
  5 | 18 | 2.9 | -0.3 | 5 | -0.9 | -3 | 1 | 4.0 | 2 | -3

Next results:
Abbreviations: A = PKA-R1A act; B = PfHsp90 set2; C = phage Ecoli inh; D = Ecoli viability; E = MOR-DOR inv ag; F = OPRM1-OPRD1 ag; G = Tat transport; H = Mot1-301 SUMO; I = AddAB inh; J = PKA-R2B act; K = HTR5A inv ctr
CCOCCCNC(=S)Nc1ccc2nc3n(c(=O)c2c1)CCCCC3
  A: 0	B: 0	C: 0.3	D: 0.1	E: 11	F: -2.0	G: -7	H: 177	I: 2.0	J: -6	K: -6
COc1cc(/C=N/NC(=O)CCn2c3ccccc3c3ccccc32)cc(OC)c1OC
  A: -9	B: 0	C: 1.2	D: -1.6	E: -33	F: 4.5	G: -10	H: 2	I: 0.2	J: -9	K: 10
COc1ccc(NC(=S)NCCc2ccccc2)c(C)c1
  A: 1	B: -4	C: 2.0	D: 1.4	E: 14	F: -2.8	G: -3	H: -7	I: 0.8	J: -4	K: 7
CC(=O)C1=C(O)C(=O)N(CCc2c[nH]c3ccccc23)C1c1ccco1 (stereo unspecified)
  A: 0	B: -70	C: 3.0	D: -2.2	E: 13	F: -2.1	G: 0	H: -2	I: 1.8	J: -2	K: -7
COc1ccc(NC(=O)CCn2cccc2)c(OC)c1
  A: -2	B: -5	C: 3.0	D: -1.0	E: 12	F: -2.3	G: 4	H: -9	I: -0.3	J: 7	K: 0
CC(C)(C)OC(=O)C[C@@H]1C/C=C\C[C@@H](CC(=O)N(CCO)Cc2ccccc2)C(=O)N[C@@H](c2ccccc2)COC1=O
  A: -2	B: -4	C: 1.1	D: 0.9	E: 6	F: -1.0	G: 7	H: -11	I: 0.7	J: 1	K: 15
COc1ccc(S(=O)(=O)N2CCCCCC2)cc1C(=O)OCc1cccc(OC)c1OC
  A: -5	B: ·	C: 1.6	D: 1.6	E: -3	F: 0.4	G: 8	H: ·	I: 2.3	J: -8	K: 18
O=P(NC1CCCCC1)(c1ccccc1)c1ccccc1
  A: -3	B: ·	C: 0.6	D: ·	E: 16	F: -3.0	G: 2	H: ·	I: ·	J: 5	K: 18
O=C(COc1ccc(F)cc1Cl)NC1CCCCCC1
  A: 6	B: 22	C: 2.5	D: -4.2	E: -20	F: 4.9	G: 7	H: 14	I: -1.1	J: 7	K: -26
COc1cccc(-c2nn(-c3ccccc3)cc2C(=O)OCC(=O)Nc2ncc(Cl)cc2Cl)c1
  A: -21	B: ·	C: 2.6	D: -0.5	E: 21	F: -3.9	G: 6	H: 0	I: -1.0	J: -12	K: 11
NS(=O)(=O)c1ccc(CCNC(=O)COC(=O)C2CCN(c3ccc(C(F)(F)F)cn3)CC2)cc1
  A: -11	B: -18	C: 2.2	D: -0.6	E: -11	F: 1.7	G: -5	H: 28	I: -0.9	J: 4	K: -25
O=S(=O)(c1ccc(NCCOc2ccccc2)nc1)N1CCCC1
  A: 9	B: -24	C: 2.1	D: 1.6	E: 10	F: -2.7	G: 0	H: -25	I: 3.6	J: 4	K: -16
COc1cc(CN2CCSCC2)c([N+](=O)[O-])cc1OC
  A: -10	B: -4	C: -2.4	D: -2.2	E: 12	F: -2.6	G: 0	H: -15	I: 4.6	J: 1	K: 1
COCCCN1C(=O)c2ccc(C(=O)Nc3ccccc3Cl)cc2C1=O
  A: -11	B: 13	C: -0.5	D: 0.8	E: -2	F: 0.5	G: -6	H: 148	I: -0.3	J: -8	K: -8
CCOc1ccc(NC(=S)NC(C)CCc2ccccc2)cc1 (stereo unspecified)
  A: 2	B: 11	C: 3.6	D: 2.2	E: -1	F: 0.2	G: -5	H: 14	I: 3.9	J: -3	K: -1
CC(C)(C)N(NC(=O)Nc1ccc(F)cc1)C(=O)c1ccccc1
  A: -2	B: 17	C: 4.2	D: 0.9	E: -1	F: 0.1	G: -4	H: -9	I: 3.2	J: 10	K: 24
O=C(c1ccc(Cl)cc1)N1N=C(c2ccccn2)CC1(O)C(F)(F)F (stereo unspecified)
  A: -13	B: -13	C: -1.2	D: -3.7	E: -44	F: 8.4	G: 2	H: 14	I: -1.6	J: 2	K: -29
CCN(CC)C(=O)Oc1ccnc2cc(Cl)ccc12
  A: -5	B: 7	C: 0.0	D: -1.8	E: 5	F: -0.8	G: 2	H: 4	I: 2.2	J: -13	K: 12
O=C(NC(Cc1c[nH]c2ccccc12)C(=O)N/N=C/c1cccnc1)c1cccs1 (stereo unspecified)
  A: -3	B: 6	C: 0.6	D: -1.7	E: 15	F: -3.0	G: -7	H: 106	I: -1.3	J: -11	K: 7
O=S(=O)(Nc1ccc2c(c1)OCO2)c1cccs1
  A: -14	B: 8	C: -0.3	D: -2.0	E: -3	F: 0.6	G: -1	H: -7	I: 3.1	J: 5	K: 1
C=CCc1cccc(/C=N/NC(=O)COc2ccc(-n3cnnn3)cc2)c1O
  A: -7	B: 7	C: 5.2	D: 4.7	E: -1	F: 0.1	G: -3	H: -4	I: 4.6	J: -7	K: -15
COc1ccc2cc(S(=O)(=O)N3CCCC(C)C3)ccc2c1 (stereo unspecified)
  A: -2	B: -5	C: 2.3	D: 1.3	E: -38	F: 5.4	G: 1	H: -10	I: 5.4	J: -5	K: -6
CN(C)C(C)(C)C#CCCCCC#CC(C)(C)N(C)C
  A: 1	B: -14	C: 0.9	D: 0.4	E: 10	F: -1.6	G: -1	H: 12	I: 1.4	J: -5	K: 2
CN1CCN(C(=O)c2ccccc2NC(=O)Cc2ccccc2)CC1
  A: 1	B: -7	C: 3.2	D: 0.1	E: 7	F: -1.7	G: 11	H: 74	I: 3.4	J: 4	K: 8
COc1cccc(N2CCN(C(=O)c3ccc(CS(=O)c4ccccc4Cl)o3)CC2)c1 (stereo unspecified)
  A: -6	B: -2	C: -1.7	D: -0.5	E: 6	F: -1.1	G: -3	H: -10	I: 6.0	J: 9	K: -6
O=C(/C=C/c1ccccc1Cl)NCc1cccs1
  A: -2	B: -18	C: -1.7	D: 2.1	E: 2	F: -0.3	G: -2	H: 12	I: 2.5	J: -5	K: 7
CCc1ccc(NC(=O)C(=O)NCCN2CCN(Cc3ccc([N+](=O)[O-])cc3)CC2)cc1
  A: -7	B: -2	C: 0.2	D: -1.4	E: -7	F: 1.4	G: 1	H: 11	I: 1.5	J: -4	K: 18
